MITF TRPM1 HTS – activators of MITF-driven TRPM1 promoter reporter, primary screen, cell-based, SK-MEL-5, luciferase, single point; SK-MEL-5 TRPM1-promoter luciferase, 24 h; % of positive control, neutral wells = 0; activation, % at 12.5 µM; 0.75% of 300,000 active;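 active means mean activation of at least 80% with every replicate also reaching 80%; inconclusive means mean reaches 80% but some replicate falls short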;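 further: 0% = neutral control wells and 100% = parthenolide positive control wells; values of inactives mirror those of a sister screen read the other way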
PfHsp90 yeast 2 – growth inhibition of PfHsp90-expressing yeast, primary screen, antimalarial PfHsp90 inhibitor project, S. cerevisiae, BacTiter-Glo luminescence, single point, set 2; BacTiter-Glo ATP, 48 h; yeast lacking PDR1 and PDR3 efflux regulators; inhibition, % at 9.4 µM; 0.32% of 310,000 active;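 active means every replicate shows inhibition above about 80%, whatever the replicate mean, limit read from the data; inconclusive means mean inhibition reaches the set limit but some replicate falls short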;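 further: 0% = DMSO neutral controls and 100% = 20 µM radicicol positive controls; yeast relying on Plasmodium falciparum Hsp90 in place of its own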
CAL PDZ FP-1 – untagged CAL PDZ binding inhibitors, primary screen, biochemical, fluorescence polarization, HTS. Golgi-associated PDZ and coiled-coil motif-containing protein (Homo sapiens), Q9HD26. 0.92% of 300,000 active. AID 602252, 2012. inhibition, % at 24.9 µM. purified CAL PDZ, TMR-peptide fluorescence polarization, 1 h;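 active means mean inhibition of at least 30% with at least half of replicates also reaching 30%; inconclusive means no clear call, values can overlap the other calls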;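 further: 0% = DMSO neutral control and 100% = excess unlabeled competitor peptide PRC23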
SR-BI DiI inh – inhibitors of SR-BI mediated HDL lipid uptake, primary screen, ldlA[mSR-BI] cells, fluorescence, single point. Scavenger receptor class B member 1 (Mus musculus), Q61009. ldlA[mSR-BI] CHO cells, DiI-HDL uptake fluorescence, 3 h. inhibition, % at 12.5 µM. 0.96% of 320,000 active. AID 488896, 2010;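 active means mean replicate inhibition of at least 70% and a set share of replicates each scoring 70 or more; inconclusive means meets just one of the two criteria; inactive means fails both criteria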;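 further: 0% = median of neutral control wells and 100% = median of positive control wells; values of inactives mirror those of a sister screen read the other way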
Target sequence (Q61009 whole entry, looked up): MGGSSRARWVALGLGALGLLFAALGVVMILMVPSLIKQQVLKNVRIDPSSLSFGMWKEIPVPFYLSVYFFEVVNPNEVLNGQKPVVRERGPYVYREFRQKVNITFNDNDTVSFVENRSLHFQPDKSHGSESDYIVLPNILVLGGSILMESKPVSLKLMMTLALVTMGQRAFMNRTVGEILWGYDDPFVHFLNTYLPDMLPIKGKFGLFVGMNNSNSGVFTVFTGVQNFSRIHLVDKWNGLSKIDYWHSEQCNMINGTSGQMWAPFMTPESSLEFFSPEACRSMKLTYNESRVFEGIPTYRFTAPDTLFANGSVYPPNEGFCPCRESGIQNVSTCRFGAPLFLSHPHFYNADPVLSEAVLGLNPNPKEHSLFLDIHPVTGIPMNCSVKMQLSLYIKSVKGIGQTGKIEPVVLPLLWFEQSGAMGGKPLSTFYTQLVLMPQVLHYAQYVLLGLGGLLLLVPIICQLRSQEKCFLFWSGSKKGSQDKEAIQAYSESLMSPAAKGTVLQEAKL
SR-BI uptake up – activators of SR-BI mediated DiI-HDL uptake, primary screen, ldlA[mSR-BI] CHO cells, DiI fluorescence; 3 h; 100 = double the neutral-control signal; activation, % at 12.5 µM; 0.096% of 320,000 active;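 active means mean replicate activation of at least 60% and every replicate at or above 60%; inconclusive means mean or all-replicate condition met, but not both; inactive means mean below 60% and not all replicates reaching 60%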;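 further: 0% = median plate neutral-control signal and 100% = twice that signal; values of inactives mirror those of a sister screen read the other way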
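Test system: SR-BI-overexpressing, LDLR-lacking CHO cells; Also added: labelled HDL, 10 µg/mL; Measured by: bottom-read cell fluorescence after medium removal, ex 550/em 595 nm; Timing: 3 h uptake period with compound, 37 °C; Buffer or medium: F12, 0.5% BSA, 25 mM HEPES; Doses: single compound concentration, delivered by pin transfer.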
CAL PDZ FP-2 – CAL PDZ peptide-binding inhibitors, primary screen, biochemical, fluorescence polarization, Cer-tagged CAL PDZ, HTS; purified CAL PDZ, TMR-peptide fluorescence polarization, 1 h; inhibition, % at 20 µM; 0.02% of 330,000 active; AID 504414, 2011;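 active means highest replicate inhibition of at least 40%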;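 further: plate controls were DMSO neutral control wells for no effect and unlabeled competitor peptide control wells for full effect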
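System: tagged CAL PDZ domain. Schedule: 1 h room-temperature incubation prior to read. Signal: fluorescence polarization (mP). Measure: percent inhibition from loss of millipolarization.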
NSD2 inh – NSD2 histone methyltransferase inhibitors, primary screen, biochemical, AlphaScreen, single concentration, set 2 | inhibition, % at 12.5 µM | Histone-lysine N-methyltransferase NSD2 (Homo sapiens), O96028 | AID 743445, 2014 | NSD2 peptide methylation, 120 min | 0.54% of 310,000 active; in the data active means inhibition above about 50%
dFosB activator – activators of delta FosB homodimer, primary screen, biochemical, fluorescence polarization, TAMRA-CDK5 oligo, single point; Protein FosB (Mus musculus), P13346; purified delta FosB; percent of positive-control signal above neutral wells; activation, % at 25 µM; 0.99% of 340,000 active;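 active means mean activation above about 17%, with every replicate also reaching it, limit read from the data, passing the limit was not always enough; inconclusive means only one of the two conditions met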;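 further: fluorescence polarization rise as delta FosB binds a TAMRA Cdk5 AP-1 oligo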
Rtt109 HAT inh – inhibitors of C. albicans Rtt109/Vps75 HAT, primary screen, biochemical, ThioGlo CoA-SH fluorescence, plate reader. 0.16% of 330,000 active. inhibition, % at 34.9 µM. Histone acetyltransferase RTT109 (Candida albicans (strain SC5314 / ATCC MYA-2876)), …. purified Rtt109/Vps75, 4 h;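 active means inhibition of at least 50% in every replicate; inconclusive means best replicate reaches 50% inhibition but some replicates fall short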
Target sequence (Q5AAJ8 whole entry, looked up): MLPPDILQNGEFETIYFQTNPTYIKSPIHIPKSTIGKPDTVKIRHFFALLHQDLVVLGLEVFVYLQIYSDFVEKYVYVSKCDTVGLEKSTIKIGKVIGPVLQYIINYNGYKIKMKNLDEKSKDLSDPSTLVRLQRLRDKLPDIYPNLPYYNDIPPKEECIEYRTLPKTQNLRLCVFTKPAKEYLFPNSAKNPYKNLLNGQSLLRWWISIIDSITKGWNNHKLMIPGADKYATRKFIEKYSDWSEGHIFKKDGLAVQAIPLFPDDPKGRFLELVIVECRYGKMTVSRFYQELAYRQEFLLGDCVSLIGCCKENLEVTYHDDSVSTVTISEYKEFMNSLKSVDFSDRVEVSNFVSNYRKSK
PvdQ acylase – P. aeruginosa PvdQ acylase inhibitors, primary screen, biochemical, fluorescence, plate reader and imaging, single point | PvdQ acylase [Pseudomonas aeruginosa LESB58] | purified PvdQ acylase | inhibition, % at 10 µM | 0.063% of 340,000 active | AID 488965, 2010; in the data active means inhibition above about 30%, passing the limit was not always enough; inconclusive means no clear call, values can overlap the other calls;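 further: 0% = vehicle neutral wells and 100% = reference inhibitor wells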
An asterisk follows results filed as active; ? = inconclusive; . = not tested or not shown. Compounds were not picked by outcome; any-hit rate near 4.3%.

SMILES | MITF TRPM1 HTS | PfHsp90 yeast 2 | CAL PDZ FP-1 | SR-BI DiI inh | SR-BI uptake up | CAL PDZ FP-2 | NSD2 inh | dFosB activator | Rtt109 HAT inh | PvdQ acylase
Cc1ccc(CN(C(=O)c2csnn2)C(C(=O)NC2CCCC2)c2cccnc2)cc1 (configuration not stated) | 5 | -33 | -3 | . | . | -4.2 | -6 | -12 | -5 | -24
O=C(COC(=O)C1C2CC3OC(=O)C1C3C2)Nc1cccc(C(F)(F)F)c1 (configuration not stated) | 14 | 26 | -8 | -10 | 10 | 2.7 | -1 | 3 | -3 | -12
C/C(=N\NC(=S)NCc1ccccc1)c1ccc(C(C)(C)C)cc1 | 8 | 4 | 0 | 2 | -2 | 1.0 | 0 | -5 | -6 | 4
COC(=O)[C@H](c1ccccc1Cl)N1CCc2sccc2C1 | 12 | -22 | 1 | 20 | -20 | -1.4 | . | -8 | 2 | -9
COc1ccccc1NS(=O)(=O)c1cccc(NC(=O)c2cncc(Br)c2)c1 | 8 | . | -4 | 41 | -41 | -1.7 | -1 | -4 | 10 | 5
Fc1ccc(C2Nc3cccc4cccc(c34)N2)cc1 | 8 | 21 | -2 | 10 | -10 | 0.7 | 10 | 25* | 4 | -6
CN(C)c1ccc(/C=C(/C#N)C(=O)Nc2nc3c(s2)CCN(Cc2ccccc2)C3)cc1 | 18 | -12 | -1 | 47 | -47 | -0.4 | . | -38 | -5 | 3
COc1ccc(C(CNC(=O)c2cccc(S(=O)(=O)Nc3ccccc3OC)c2)N2CCOCC2)cc1 (configuration not stated) | 1 | . | -4 | -21 | 21 | -2.7 | -1 | -8 | 15 | 0
Cc1noc(/C=C/N(C)C)c1S(=O)(=O)N1CCN(c2ccc(F)cc2)CC1 | 1 | -23 | 3 | -4 | 4 | 0.4 | 1 | -11 | 6 | 11
Cc1cc(SCCOc2ccc(Br)cc2)nc(N)n1 | 27 | -3 | -2 | -18 | 18 | -1.5 | 3 | -2 | -4 | -13
CC1CCN(S(=O)(=O)c2ccc(NC(=O)C3CCCCC3C(=O)O)cc2)CC1 (configuration not stated) | -10 | 10 | . | -7 | 7 | 1.7 | 2 | 0 | 2 | -7
CCN(CC)CCCNC(=O)CC1Sc2ccccc2NC1=O (configuration not stated) | -8 | -20 | 0 | -49 | . | 0.6 | 5 | -5 | 12 | -13
C=CCCC(=O)N1CCC(n2nccc2NC(=O)CCCc2ccccc2)CC1 | 6 | 16 | 13 | 7 | -7 | 0.4 | -6 | -5 | 3 | -1
CSc1ccccc1C(=O)N1CCN(c2ccc(F)cc2)CC1 | -4 | . | -3 | 2 | -2 | -1.1 | 3 | -5 | -1 | 7
C#CCOCCOCCOCCNc1nc(N2CCN(C(=O)CCCCCCCCCCNC(=O)Cn3cc(CCCCCN)nn3)CC2)nc(N2CCN(C(=O)CCCCCCCCCCNC(=O)[C@H](CO)n3cc(CCCSC)nn3)CC2)n1 | -20 | 17 | -1 | -8 | 8 | -4.1 | . | -358 | ? | -11
CSc1nc(NCC(C)O)c2c3c(sc2n1)CN(C)CC3 (configuration not stated) | 2 | 8 | 5 | -26 | 26 | 0.7 | 8 | -3 | -17 | -9
CCN(CC1COc2ccccc2O1)C(=O)CN1C(=O)NC(C)(c2ccccc2)C1=O (configuration not stated) | 9 | . | -5 | -2 | 2 | 0.1 | -1 | -9 | -1 | -8
COc1cc(/C=N/NC(=O)c2ccoc2C)cc(OC)c1O | 8 | -4 | 1 | 15 | -15 | -1.2 | -3 | -2 | -4 | -4
O=C(NCCc1csc(-c2ccccc2)n1)c1ccco1 | 6 | 0 | -1 | . | . | -1.5 | -1 | 1 | -4 | -4
COc1cccc(CNC(=O)Cc2csc(Nc3nc(=S)[nH]c4ccccc34)n2)c1 | -16 | -3 | -4 | 51 | -51 | -0.1 | . | 12 | -19 | 1

Ordered by heavy-atom count (highest first): 3 of the compounds above
SMILES | MITF TRPM1 HTS | PfHsp90 yeast 2 | CAL PDZ FP-1 | SR-BI DiI inh | SR-BI uptake up | CAL PDZ FP-2 | NSD2 inh | dFosB activator | Rtt109 HAT inh | PvdQ acylase
CCN(CC)CCCNC(=O)CC1Sc2ccccc2NC1=O (configuration not stated) | -8 | -20 | 0 | -49 | . | 0.6 | 5 | -5 | 12 | -13
COc1cc(/C=N/NC(=O)c2ccoc2C)cc(OC)c1O | 8 | -4 | 1 | 15 | -15 | -1.2 | -3 | -2 | -4 | -4
O=C(NCCc1csc(-c2ccccc2)n1)c1ccco1 | 6 | 0 | -1 | . | . | -1.5 | -1 | 1 | -4 | -4

Next section.
SMILES | MITF TRPM1 HTS | PfHsp90 yeast 2 | CAL PDZ FP-1 | SR-BI DiI inh | SR-BI uptake up | CAL PDZ FP-2 | NSD2 inh | dFosB activator | Rtt109 HAT inh | PvdQ acylase
CC1CCCC(C)N1C(=O)c1ccc(CS(=O)(=O)c2ccccc2)cc1 (configuration not stated) | 3 | -58 | -2 | -4 | 4 | -1.5 | -1 | -3 | 13 | -13
Cc1ccc(S(=O)(=O)N2[C@@H](c3ccc(F)cc3)C(C(=O)O)=CC[C@H]2c2ccc3c(c2)OCO3)cc1 | -1 | -3 | 0 | -11 | 11 | -1.1 | . | 0 | 10 | -9
O=C(Nc1ccc([N+](=O)[O-])cc1)Nc1ccc(N2CCOCC2)c2nonc12 | 6 | 6 | . | 51 | -51 | 1.1 | 1 | 1 | 1 | 3
CCOC(=O)C1=C(C)NC2=C(C(=O)CC(C)(C)C2)C1c1ccc(O)c(OCC)c1 (configuration not stated) | 3 | -22 | -2 | -15 | 15 | 1.1 | -2 | -6 | 1 | -7
CCC(=O)NC(=Nc1nc2ccccc2s1)NC(=O)CC | 59 | 37 | 9 | 13 | -13 | . | 1 | -17 | -10 | 19
O=C(C1CCN(CCCc2ccccc2)CC1)N(CCc1ccccc1)Cc1ccccc1 | -9 | 2 | -1 | -18 | 18 | -0.7 | 2 | -6 | 12 | 7
CCOC(=O)COc1ccccc1/C=C\[N+](=O)[O-] | -98 | 55 | -1 | -28 | 28 | -0.8 | . | -7 | 4 | -17
Cc1ccc(-c2nc3cc(Br)cnc3nc2-c2ccc(C)cc2)cc1 | -7 | -3 | 2 | 54 | -54 | -0.6 | 0 | 0 | -7 | 0
O=c1cc(/N=C/c2coc3c(ccc4ccccc43)c2=O)[nH]c(=S)[nH]1 | 10 | -1 | -2 | 3 | -3 | -3.1 | 9 | 43* | 3 | -6
N#Cc1cnn2c(C(F)(F)F)cc(-c3ccccc3)nc12 | . | -8 | -4 | 25 | -25 | -0.7 | -2 | -6 | 9 | 11
O=C(NCCC1=CCCCC1)C(=O)NCC1OCCCN1S(=O)(=O)c1cc(F)ccc1F (configuration not stated) | -3 | -7 | 4 | 4 | -4 | -0.3 | -2 | -4 | 29 | -10
CC(C)(C)NS(=O)(=O)c1ccc(CCC(=O)Nc2cc(Cl)ccc2Oc2ccccc2)cc1 | -16 | 9 | -1 | 47 | -47 | . | . | -7 | 4 | 0
O=C(NCCC1CCCCN1S(=O)(=O)c1ccc(Cl)cc1)C(=O)NCc1ccco1 (configuration not stated) | -2 | 26 | 0 | 0 | 0 | -2.9 | 0 | -9 | 6 | -25
Cn1c(=S)c2[nH]c(SCCN3CCCC3)nc2n(C)c1=O | 0 | -71 | 0 | -23 | 23 | -0.2 | -3 | 2 | 8 | 8
COc1ccccc1CNC(=O)COC(=O)c1n[nH]c2ccccc12 | -7 | 0 | -1 | -22 | 22 | -1.8 | 1 | -10 | 10 | -12
O=C(Cc1ccc(S(=O)(=O)N2CCOCC2)s1)NCCc1ccc(F)cc1 | -6 | 10 | -12 | -12 | 12 | -3.3 | . | -3 | 3 | -15
Clc1ccc(CNCc2cccs2)cc1Cl | -7 | 9 | -1 | -18 | 18 | -0.2 | -4 | 7 | 0 | 10
COc1ccc(CNc2nc3nc4c(c(=O)n3[nH]2)CCC4)cc1 | -17 | -4 | -6 | 0 | 0 | -0.9 | -4 | 0 | 0 | -8
CCC(C)(C(=O)NC1CCCCC1)N(Cc1ccco1)C(=O)CNC(=O)c1ccccc1 (configuration not stated) | -4 | -2 | 0 | -2 | 2 | -1.8 | 5 | -1 | 48 | 8
CCC(=O)N(CCO)Cc1cc2ccc(C)c(C)c2[nH]c1=O | -5 | 1 | 16 | -14 | 14 | -1.2 | -1 | 0 | -4 | -10
CC1CCN(C(=O)CCNC(=O)c2ccccc2Cl)CC1 | 5 | -7 | -2 | -5 | 5 | 0.3 | 1 | -1 | -6 | -15
COc1ccc(Cn2c(C)c(C)c(C#N)c2NC(=O)Nc2ccccc2)cc1 | -8 | -9 | 2 | 7 | -7 | -2.0 | -4 | -1 | -9 | -7
Cc1ccc(NC(=O)c2cc(-c3ccco3)on2)cc1C | 53 | -68 | . | 7 | -7 | -1.7 | -2 | -12 | 9 | -8
O=C(CCC(=O)CCN1CCCCC1)CCN1CCCCC1 | -21 | 16 | -1 | -6 | 6 | 0.0 | 2 | -2 | 14 | 15
CCCN(CC(=O)Nc1ccccc1OC)Cc1c(O)ccc2ccccc12 | -3 | -3 | 3 | -8 | 8 | 0.3 | -4 | -2 | -3 | -4
COc1ccc(N2C(=O)c3ccccc3NC2c2ccc(NC(C)=O)cc2)c(OC)c1 (configuration not stated) | 21 | 14 | -5 | 22 | -22 | -3.2 | 2 | 1 | -3 | 1
CC(C(=O)NCC1CCCO1)N(C(=O)c1snc(C(N)=O)c1N)c1cccc(F)c1 (configuration not stated) | . | 14 | -2 | 16 | -16 | 1.0 | -3 | 0 | 2 | -8
COc1ccc(C(=O)NCc2ccccc2CN2CCCC2)cc1S(=O)(=O)N1CCOCC1 | 5 | . | -5 | -12 | 12 | -1.4 | -3 | -7 | 0 | -14
